TEAD-YAP block: TEAD-YAP interaction inhibition; HEK-TIYL cells, TEAD-Gal4/YAP UAS-luciferase luminescence; inhibition, % at 9.12 µM; 640,000 compounds, 1.4% hits; AID 1259422; in the data active means inhibition above about 32%;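 further: 0% = median of test compound wells and 100% = reference inhibitor wells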
GPR151 activ: activators of human GPR151; Q8TDV0; PathHunter beta-arrestin GPR151 cells, luminescence; activation, % at 11.2 µM; 650,000 compounds, 1% hits; in the data active means activation above about 4.9%;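 further: 0% = median of compound wells and 100% = cells with positive control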
Target sequence (Q8TDV0 whole entry, looked up): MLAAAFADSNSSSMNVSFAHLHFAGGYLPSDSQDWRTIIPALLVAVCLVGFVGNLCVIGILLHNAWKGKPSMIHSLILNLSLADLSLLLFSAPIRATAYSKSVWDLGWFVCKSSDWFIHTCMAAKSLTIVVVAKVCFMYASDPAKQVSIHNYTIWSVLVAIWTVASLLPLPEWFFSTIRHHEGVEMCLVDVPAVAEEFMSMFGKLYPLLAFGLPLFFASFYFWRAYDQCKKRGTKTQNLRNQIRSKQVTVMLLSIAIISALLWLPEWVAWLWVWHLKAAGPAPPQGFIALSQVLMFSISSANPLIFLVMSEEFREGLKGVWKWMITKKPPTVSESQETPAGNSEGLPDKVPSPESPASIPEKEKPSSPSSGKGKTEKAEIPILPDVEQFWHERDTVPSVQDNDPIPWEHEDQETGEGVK
MITF inh: human MITF inhibition, primary screen. AlphaScreen MITF homodimerization, bead proximity signal. inhibition, % at 2.6 µM. 650,000 compounds, 0.91% hits. AID 1259374; in the data active means inhibition above about 50%;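 further: 0% = vehicle wells with protein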
Target sequence (O75030 whole entry, looked up): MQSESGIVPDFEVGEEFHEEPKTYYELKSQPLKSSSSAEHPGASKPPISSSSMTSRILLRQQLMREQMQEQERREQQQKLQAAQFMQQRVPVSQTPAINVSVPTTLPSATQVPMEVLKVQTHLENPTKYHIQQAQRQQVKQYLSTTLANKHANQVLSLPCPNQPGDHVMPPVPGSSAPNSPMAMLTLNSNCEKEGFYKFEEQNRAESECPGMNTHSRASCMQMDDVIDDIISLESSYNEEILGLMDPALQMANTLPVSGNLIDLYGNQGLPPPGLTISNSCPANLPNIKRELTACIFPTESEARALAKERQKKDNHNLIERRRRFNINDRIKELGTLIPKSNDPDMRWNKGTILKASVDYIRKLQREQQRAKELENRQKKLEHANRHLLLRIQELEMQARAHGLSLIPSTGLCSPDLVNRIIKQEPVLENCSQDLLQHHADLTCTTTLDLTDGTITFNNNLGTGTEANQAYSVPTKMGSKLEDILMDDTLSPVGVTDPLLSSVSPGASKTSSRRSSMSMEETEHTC
FBW7 activator: activators of human E3 ligase FBW7. Q969H0. AlphaScreen FBW7–phospho-cyclin E peptide binding, activator screen. normalized activity (activation), % at 26.1 µM. 650,000 compounds, 0.13% hits. AID 1259310; in the data active means normalized activity above about 1.9%;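 further: purified mutant Fbw7 with reduced substrate affinity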
* marks the source's active call; other numbers are inactive results; · = no result given.

SMILES	TEAD-YAP block	GPR151 activ	MITF inh	FBW7 activator
Cn1c(COc2cccc3ccccc23)nnc1SCC(=O)NC1CC1	-13	0.9	-14	0.1
CC(C)CN(C)C(=O)CC1C(=O)NCCN1C (stereo not drawn)	7	1.7	-5	0.7
Cn1c(=O)cc(OCCCC(=O)Nc2ccc3c(c2)OCO3)c2ccccc21	-8	-0.5	20	0.2
COc1ccc(NC(=O)C2C3NC(=S)N(c4cccc(C)c4)C2(C)Oc2ccccc23)cc1 (stereo not drawn)	4	-1.6	24	0.0
COc1cccc(-n2c(SCc3ccccc3)nc3c(c2=O)SCC3)c1	12	-0.3	14	-0.1
CC(C)n1c(Nc2ccc(C(F)(F)F)cc2)nc2c(N)ncnc21	-9	-0.2	10	-0.1
O=C1OC(c2cccs2)=N/C1=C\c1cccc([N+](=O)[O-])c1	-1	0.4	17	0.4
Cc1cc(-c2ccc3nc([C@H](N)Cc4cccc(F)c4)[nH]c3c2)ccn1	3	-0.1	15	-0.7
CC1CN(C(=O)CCC(=O)N2CCOCC2)c2ccccc2O1 (stereo not drawn)	8	8.3*	4	0.2
COc1ccc(-n2cc(C(=O)Nc3cc(Cl)ccc3OC)c3ccccc3c2=O)cc1	-8	1.2	10	0.2
CCO/C(C)=C\c1oc2ccc(-c3ccccc3)cc2[n+]1CCCS(=O)(=O)O	9	3.0	12	0.1
CCOc1ccc(-n2cc(-c3ccccc3)c3c(NCc4ccco4)ncnc32)cc1	-12	-1.5	3	-0.4
O=C(OCCCCN1C(=O)c2ccccc2C1=O)c1ccc(Cl)cc1O	-6	-1.2	-6	0.0
CCOC(=O)CCC(=O)Nc1cccc2c(NC(=O)CCC(=O)OCC)cccc12	-10	2.1	-27	-0.1
CNC(=S)N/N=C/c1cccc(Cl)c1	3	-1.2	6	0.1
OCc1ccccc1O	8	0.2	19	0.1
CCOc1cccc2c1OC1(C)C(C(=O)Nc3ccc(C)cc3C)C2NC(=S)N1CC (stereo not drawn)	-7	1.8	5	0.2
Nc1nc2ccccc2n1/N=C/c1cccnc1	-2	-0.9	18	0.0
COc1cc(CNC2C3CC4CC(C3)CC2C4)ccc1OCC(=O)NC(C)(C)C (stereo not drawn)	9	0.2	-16	0.0
CCCN(CCC)c1c(-c2ccc(Cl)cc2)c(=O)c1=O	5	-1.1	8	-0.1
CC[C@@H](Cn1nc(-c2cccs2)oc1=O)NC(=O)CC(C)C	9	-0.7	13	0.1
CCOc1cc(C=O)ccc1OCC(=O)N(C(C)C)C(C)C	1	2.6	6	0.0
CC(C)N(C#N)c1nc(N2CCOCC2)nc(N2CCOCC2)n1	-8	0.8	-2	-0.2
Cc1cc(C)n(C(=O)C(c2ccccc2)c2ccccc2)n1	3	-0.8	6	0.1
CCS(=O)(=O)C1=NSC2=NC(=O)/C(=C\c3ccc(OS(C)(=O)=O)cc3)C(=N)N21	3	0.2	3	0.0
(listing goes on)
SMILES	TEAD-YAP block	GPR151 activ	MITF inh	FBW7 activator
CC(CC(=O)Nc1cc([N+](=O)[O-])ccc1F)c1ccccc1 (stereo not drawn)	38*	0.4	0	0.0
Cn1cc(-c2cccc3cnc(NC4CCN(C(=O)N5CCCC5)C4)nc23)cn1 (stereo not drawn)	39*	-1.0	0	0.1
O=C1Nc2ccccc2Oc2cc([N+](=O)[O-])cc(Oc3ccccc3Br)c21	13	-0.8	8	0.3
COc1ccccc1NC(=O)NCc1ccncc1	1	2.2	9	0.1
COc1cccc(CCc2nnc(CCC(=O)N3CCN(Cc4ccccn4)CC3)o2)c1	-6	0.7	6	-0.1
COc1ccc(C(=O)C2CCN(Cc3nnnn3Cc3ccccc3)CC2)cc1	16	0.7	-1	0.1
CCOC(=O)CCNCc1c(Cl)cccc1Cl	-4	-0.8	-8	-0.2
COc1ccc(C(=O)Oc2ccc3c(c2)OCO3)cc1OC	0	-2.2	-8	0.0
COC(=O)CCC(=O)N1CCCC(CNC(=O)C2(c3ccc(Cl)cc3)CC2)C1 (stereo not drawn)	-8	-1.4	11	0.2
COc1cccc(N2CCN(C(=O)c3ccc(CS(=O)c4ccc(C)cc4)o3)CC2)c1 (stereo not drawn)	63*	0.1	-6	-0.1
COc1ccccc1N(CN1C(=O)c2cc(Cl)c(Cl)cc2C1=O)C(C)=O	18	-0.5	10	0.8
N#C/C(C(=S)NCc1ccccc1)=C1/NN=C2CCCCCN21	2	-0.4	11	0.3
COC(=O)CSc1ccc(-c2nc3ccc(C)cc3[nH]2)cn1	-3	0.6	-12	-0.3
COc1ccc(C(=O)Nc2ccc(C#N)cc2)cc1S(=O)(=O)N1CCCCC1C (stereo not drawn)	6	-1.2	-1	0.0
Cc1ccccc1CN1CCc2nnc(C(C)NC(=O)C3CCN(C)CC3)n2CC1 (stereo not drawn)	7	-1.1	5	-0.1
N#CC1(C#N)[C@H](c2c(F)cccc2Cl)[C@@H](C(=O)c2ccc(F)cc2)N2c3ccccc3C=C[C@@H]21	4	-1.8	-2	-0.2
C=CCN(c1ccc(C(=O)Nc2cccnc2)cc1)S(C)(=O)=O	-4	1.6	-4	-0.1
CCN(CC)C(=O)C1CCCN(C(=O)C2CC(Cc3cccc(F)c3)=NO2)C1 (stereo not drawn)	-14	0.2	8	0.1
CCCC1(C2CCN(C(=O)[C@@H]3CCCN3C(C)=O)CC2)NC(=O)N(Cc2ccco2)C1=O (stereo partly drawn)	-16	-0.5	7	0.0
COc1ccc(CNS(=O)(=O)c2ccc(SC)cc2)cc1	1	0.1	7	0.2
O=C(COc1ccccc1CNCCc1ccccc1)Nc1ccccc1	-10	2.2	-14	-0.4
O=S(=O)(NCC(c1ccco1)N1CCOCC1)c1ccc2c(c1)OCCO2 (stereo not drawn)	13	0.1	7	0.5
CC(C)Nc1nc(Cl)nc(NC(C)(C)CO)n1	-2	0.0	8	0.0
CC(=O)C1=C(C)NC(=O)NC1c1ccccc1O (stereo not drawn)	-1	0.9	7	-0.1
O=C(CNS(=O)(=O)c1ccc(Br)s1)NC1CCCc2ccccc21 (stereo not drawn)	4	-0.7	-1	0.0
(more compounds)
SMILES	TEAD-YAP block	GPR151 activ	MITF inh	FBW7 activator
Cc1noc(C)c1CN1C(=O)C(F)(F)Oc2ccc(C(F)(F)F)cc21	6	1.3	21	0.5
CN1CCN(C2=C(Cl)C(=O)N(C3CCCCC3)C2=O)CC1	-8	-1.3	16	0.1
CCOc1cc(C2C(C(=O)OC3CCCCC3)=C(C)NC3=C2C(=O)CC(C)(C)C3)ccc1OC(C)=O (stereo not drawn)	7	-1.4	11	0.5
CC1(C)Cc2c(sc3nc(N/N=C/c4ccccc4)[nH]c(=O)c23)CO1	0	0.3	14	0.5
COc1ccc(NC(=O)c2snc3c(=O)[nH]c(C)nc23)cc1OC	-3	1.3	13	0.0
O=C(CNC(=O)c1ccc(Cl)cc1)OCC(=O)c1ccc2c(c1)OCCO2	-1	0.0	-3	0.0
Cc1ccc2c(c1)nnn2C1CCN(S(=O)(=O)c2ccc(C(=O)O)cc2)CC1	-17	-0.7	1	-0.1
CC(C)C(c1nnnn1Cc1ccc(F)cc1)N1CCCCC1 (stereo not drawn)	-2	1.0	28	-0.2
CCc1ccccc1NC(=O)CSc1nc2nc(C)c(Cc3ccc(F)cc3Cl)c(C)n2n1	8	0.3	-13	0.0
CC(=O)c1ccc(NC(=O)c2cc3cc(Br)ccc3oc2=O)cc1	-12	-1.8	-1	0.0
Cc1ccc(-c2noc(C3CCN(C(=O)c4ccc(Br)cc4)CC3)n2)o1	4	2.6	0	-0.1
CCS(=O)(=O)N1CCC(c2ccc(OC)cc2)CC1	1	0.4	-3	-0.2
COc1ccccc1C(=O)Nc1ccccc1C(=O)Nc1ccc(C(=O)O)cc1	1	-1.8	-6	0.0
Fc1ccc2c(c1)nc(NCc1ccncc1)c1nccn12	49*	-0.9	1	-0.1
Cc1ccc(-c2c(C(=O)N3c4ccc(F)cc4CCC3C)oc(=O)c3ccccc23)cc1 (stereo not drawn)	-5	-0.3	2	-0.1
Cc1ccc(-n2ncc(C(=O)O)c2-n2cccc2)cc1	1	2.4	7	-0.1
O=C(N/N=C/c1cccc([N+](=O)[O-])c1)c1cc(-c2ccc(Cl)s2)[nH]n1	2	-0.8	8	1.4
O=C(NC1CC1)c1ccc(-c2ncc(C(=O)NC3CCN(Cc4ccccc4)CC3)s2)cc1	0	4.6	-3	0.0
CCCCNS(=O)(=O)c1ccc(OCC)c2ncccc12	4	-0.3	-12	-0.1
CCSc1nc(N)c(C#N)c(-c2ccc(C)cc2)c1C#N	0	1.4	4	0.1
Cc1cc(C)n(-c2ccc(F)cc2CN2CCN(Cc3cccs3)C(CCO)C2)n1 (stereo not drawn)	-13	0.3	-9	-0.1
CCOc1ccc(NC(=O)Cc2cccc3ccccc23)c([N+](=O)[O-])c1	3	-0.4	13	-0.3
CC(C)Nc1nc(NC(C)(C)C)nc(Oc2ccc(=O)[nH]n2)n1	10	-0.1	11	-0.2
CCN1C(=O)CCc2cc(NS(=O)(=O)c3ccc(Cl)cc3)ccc21	-2	-0.4	-13	-0.1
Cc1ccc(-c2csc3ncc(C(=O)N4CCC5(CC4)OCCO5)c(=O)n23)cc1	1	0.1	10	0.0

Molecules from the list above that have a cyano group:
SMILES	TEAD-YAP block	GPR151 activ	MITF inh	FBW7 activator
CC(C)N(C#N)c1nc(N2CCOCC2)nc(N2CCOCC2)n1	-8	0.8	-2	-0.2
N#C/C(C(=S)NCc1ccccc1)=C1/NN=C2CCCCCN21	2	-0.4	11	0.3
COc1ccc(C(=O)Nc2ccc(C#N)cc2)cc1S(=O)(=O)N1CCCCC1C (stereo not drawn)	6	-1.2	-1	0.0
N#CC1(C#N)[C@H](c2c(F)cccc2Cl)[C@@H](C(=O)c2ccc(F)cc2)N2c3ccccc3C=C[C@@H]21	4	-1.8	-2	-0.2
CCSc1nc(N)c(C#N)c(-c2ccc(C)cc2)c1C#N	0	1.4	4	0.1

Additional entries:
SMILES	TEAD-YAP block	GPR151 activ	MITF inh	FBW7 activator
CC(C)(C)n1nc2c(c1NC(=O)c1ccc(S(=O)(=O)N3CCCC3)cc1)CSC2	4	-1.6	18	0.0
O=C(O)c1ccc(CNCc2ccc(F)cc2)cc1	-4	-1.4	6	0.0
O=C(NCc1ccc(F)cc1)c1ccncc1	-7	-0.4	0	0.2
COc1ccc(Cl)cc1NC(=O)CSc1nc2ccccc2[nH]1	0	-0.3	5	-0.2
COc1cc(OC)c(NC(=O)CCCn2c3ccccc3c(=O)c3ccccc32)cc1Cl	14	0.9	21	0.0
CCOc1ccc(-c2nc(CSCC(=O)NCCCN3CCN(C)CC3)c(C)o2)cc1	1	0.3	11	0.0
O=C(Cn1nc2c3ccccc3ncn2c1=O)NCC1CC1	3	-0.7	5	0.5
O=C(Cn1nnc(-c2ccccc2Cl)n1)N/N=C/c1ccc[nH]1	-2	0.0	-8	-0.5
N#Cc1c(-c2ccccc2)cc(-c2ccccc2)nc1SCc1ccccc1[N+](=O)[O-]	-3	-0.3	7	0.2
Cc1ccc(Nc2nnc(SCC(=O)NC(=O)NC(C)(C)C)s2)c(C)c1	-7	0.7	8	0.2
COc1cc([N+](=O)[O-])ccc1NC(=O)C(C)(C)C	-5	-0.1	18	0.0
O=C(COc1ccccc1)N1CCN(C(=O)COc2ccccc2)CC1	4	0.1	-5	0.1
CC1CCN(C(=O)CN(C)S(=O)(=O)c2ccccc2)CC1	-55	0.1	8	-0.1
O=C(O)C1C(C(=O)O)C2C=CC1C21CC1 (stereo not drawn)	-1	0.0	-11	-0.2
COc1cc(C=Nc2ccccc2)ccc1OC(C)=O	4	0.0	-2	-0.1
COC(=O)c1ccc(C2C=C(c3ccccc3)Nc3nc4ccccc4n32)cc1 (stereo not drawn)	-24	-0.5	-6	-0.1
CCCCCCCCCCCCCCCCC(=O)NCCO	·	0.0	1	·
Cc1cnc(C(=O)OCC(=O)Nc2nc3c(F)c(F)c(F)cc3s2)cn1	12	0.3	-6	0.0
Cc1ccc(C(=O)N2CCc3ccccc3C2)cc1C	-44	-2.5	4	0.0
Cc1ccc(C(C)C)c(OCCNC(=O)c2ccc(Cl)cc2Cl)c1	6	-1.3	13	0.4
O=C(Nc1cccc(Cl)c1Cl)c1cc2c(=O)n3ccccc3nc2s1	2	3.8	8	0.9
Cn1c(/C(C#N)=N/OC(=O)C23CC4CCC2(C)C4(C)CO3)nc2ccccc21 (stereo not drawn)	-2	0.0	9	-0.2
N#C/C(=C/c1ccccc1Cl)C(=O)Nc1sc2c(c1C(N)=O)CCCC2	9	-0.8	16	0.1
CCOc1ccc(NS(=O)(=O)c2ccc3c(c2)SCC(=O)N3)cc1	11	1.3	12	0.4
CCOC(=O)C1CCCN(C(=O)c2ccccc2Oc2ccccc2)C1 (stereo not drawn)	-2	0.1	-7	-0.1
CC(=O)Nc1ccc(Nc2ncnc3c2nc(Nc2ccc4ncccc4c2)n3C(C)C)cc1	0	-0.3	-8	-0.2
CCCS(=O)(=O)N1CCN(c2ccc3nnc(C4CC4)n3n2)CC1	-2	0.3	-7	0.0

A different layout for 4 compounds above:
Sequence of screens: TEAD-YAP block	GPR151 activ	MITF inh	FBW7 activator
CCOc1ccc(NS(=O)(=O)c2ccc3c(c2)SCC(=O)N3)cc1
  11	1.3	12	0.4
CCOC(=O)C1CCCN(C(=O)c2ccccc2Oc2ccccc2)C1 (stereo not drawn)
  -2	0.1	-7	-0.1
CC(=O)Nc1ccc(Nc2ncnc3c2nc(Nc2ccc4ncccc4c2)n3C(C)C)cc1
  0	-0.3	-8	-0.2
CCCS(=O)(=O)N1CCN(c2ccc3nnc(C4CC4)n3n2)CC1
  -2	0.3	-7	0.0

Assay outcomes as filed in PubChem.
